# Tb PYK inh = inhibitors of Trypanosoma brucei pyruvate kinase. AID 624173. TbPYK enzyme, Kinase-Glo Plus ATP luminescence, 45 min. actives 0.12% (n = 410,000). Potency, µM (series often up to 76.8 µM), for the others: at the top dose activity, negative = inhibition, most hits filed as inhibitors. Q57TT1; note: potency is the fitted concentration of half-maximal effect; % is set by controls: 0 for no effect and ±100 for the full control effect; nearly all actives have a fitted effect of over 50% in size
#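 Activity of T. brucei pyruvate kinase was followed by Kinase-Glo Plus luminescence after the enzyme reacted 45 min at room temperature with 130 uM ADP (final) and substrate. Test compounds were added before ADP at multiple concentrations.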
# LmPK inh = blocks Leishmania mexicana pyruvate kinase activity; purified LmPK, Kinase-Glo ATP luminescence, 1 h; Potency, µM (titrated, usually from 57.5 µM), inactives show at the highest dose activity change, negative = inhibition, hits mostly inhibitors; actives 0.37% (n = 290,000); AID 1721; note: potency is the fitted concentration of half-maximal effect; % is set by controls: 0 for no effect and ±100 for the full control effect
# Target sequence (Q27686 whole entry, looked up): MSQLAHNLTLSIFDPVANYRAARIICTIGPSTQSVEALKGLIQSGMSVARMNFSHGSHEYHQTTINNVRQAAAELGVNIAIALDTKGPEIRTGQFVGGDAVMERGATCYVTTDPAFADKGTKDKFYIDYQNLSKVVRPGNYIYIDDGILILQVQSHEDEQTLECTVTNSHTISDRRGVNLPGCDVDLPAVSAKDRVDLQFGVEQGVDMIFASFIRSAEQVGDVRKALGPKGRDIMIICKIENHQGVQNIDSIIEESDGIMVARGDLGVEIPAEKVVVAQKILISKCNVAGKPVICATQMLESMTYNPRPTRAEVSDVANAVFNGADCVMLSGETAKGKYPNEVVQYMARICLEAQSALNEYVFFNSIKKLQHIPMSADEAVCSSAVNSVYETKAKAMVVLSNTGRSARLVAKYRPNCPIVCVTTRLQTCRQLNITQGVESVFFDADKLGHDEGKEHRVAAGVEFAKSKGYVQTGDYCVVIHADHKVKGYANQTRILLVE
#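 Pyruvate kinase activity monitored as ATP production (luciferase luminescence). Conditions: 0.1 nM enzyme, 0.5 mM PEP, 0.1 mM ADP, 1 h, RT; normalized against uninhibited and no-enzyme wells.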
# Shiga toxin inh = Shiga toxin inhibition; Vero cells, Shiga toxin protein synthesis inhibition reporter; inhibition, % at 38.7 µM; actives 9.2% (n = 290,000); in the data active = inhibition mostly above about 28%, no sharp cut-off; inactive = mostly below about 43%; note: 0% is about no effect
# AmpC inh no detg = blocks E. coli AmpC beta-lactamase in detergent-free assay. P00811. AID 485341. AmpC nitrocefin hydrolysis, absorbance 480 nm, 0.0001% Triton. actives 0.52% (n = 330,000). Potency, µM (top dose mostly 57.1 µM), for the others: at the highest dose activity change, negative = inhibition, actives largely listed as inhibitors;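 note: potency is the fitted concentration of half-maximal effect; plate controls were no compound for no effect and no enzyme for full effect; nearly all actives have a fitted effect of over 20% in size; some results filed as inactive show a strong effect at the top dose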
# Target sequence (P00811 whole entry, looked up): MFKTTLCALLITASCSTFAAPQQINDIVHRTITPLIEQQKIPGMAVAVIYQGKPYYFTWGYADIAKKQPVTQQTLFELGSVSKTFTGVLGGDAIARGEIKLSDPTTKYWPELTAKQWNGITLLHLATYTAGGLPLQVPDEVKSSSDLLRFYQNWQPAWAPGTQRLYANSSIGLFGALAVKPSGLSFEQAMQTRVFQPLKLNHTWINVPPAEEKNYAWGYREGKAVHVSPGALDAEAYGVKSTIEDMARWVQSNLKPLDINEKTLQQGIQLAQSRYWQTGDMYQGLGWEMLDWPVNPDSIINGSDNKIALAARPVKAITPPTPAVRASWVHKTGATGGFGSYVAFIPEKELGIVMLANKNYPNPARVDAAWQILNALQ
#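 AmpC (5.3 nM in the dispensed reagent) in 20 mM phosphate pH 7.0 with 0.01% (detergent screen) or 0.0001% Triton X-100 was preincubated with compounds for 15 min at room temperature. Nitrocefin was then added from an 800 uM solution, and hydrolysis was followed at 480 nm.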
# Pf growth 48h = inhibits P. falciparum growth in the first generation, 48 h; P. falciparum luciferase growth in erythrocytes, 48 h; Potency, µM (top dose mostly 28.7 µM), for inactives: at the top dose activity change, negative = inhibition, actives largely listed as inhibitors; actives 5.9% (n = 310,000); AID 504832; note: potency is the fitted concentration of half-maximal effect; % is set by controls: 0 for no effect and ±100 for the full control effect
#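 Firefly luciferase activity from engineered P. falciparum reports growth; inhibitors lower the luminescent signal. Cultures contained 2% hematocrit erythrocytes at 0.1% final parasitemia.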
# Cycloheximide cs = affects cycloheximide protein synthesis inhibition readout, counter-screen. cell reporter, cycloheximide protein synthesis inhibition counterscreen. actives 12% (n = 300,000). max response, %. AID 2314; in the data active = max response mostly above about 13%, no sharp cut-off; inactive = mostly below about 14%; note: read at 38.3 µM for the half of the compounds with a filed dose; 0% is about no effect
# Pf growth 96h = P. falciparum growth inhibition at 96 hours | P. falciparum luciferase reporter growth, 96 h | Potency, µM (titrated, usually from 28.7 µM), for the others: at the top dose activity change, negative = inhibition, actives largely listed as inhibitors | actives 6.9% (n = 320,000) | AID 504834; note: potency is the fitted concentration of half-maximal effect; % is set by controls: 0 for no effect and ±100 for the full control effect
#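 Readout is luminescence from an integrated firefly luciferase in P. falciparum. Red cells, 2% hematocrit and 0.05% parasitemia final, were cultured with compound through two parasite generations (96 hours) at 37 C, 5% CO2.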
# Starred values were filed as active, the others as inactive; ? = inconclusive; · = not tested or not shown; & = joins results of further samples; [ ] = remark or other dose. Unless noted, calls come from the whole dose curve; as a rule, active = well fitted curve in the direction sought with a large enough effect; inconclusive = small, poorly fitted or top-dose-only effect, or another doubt; inactive = no such curve, though single readings can be large; an effect the other way counts as inactive or inconclusive.
SMILES,Tb PYK inh,LmPK inh,Shiga toxin inh,AmpC inh no detg,Pf growth 48h,Cycloheximide cs,Pf growth 96h
C[C@@]12C(=O)N(Cc3ccccc3)CC(=O)N1[C@H]1c3ccccc3OC[C@@H]1[C@@H]2c1ccccc1,-3%,·,·,36%,?,·,?
COc1cc2c(cc1OC)CN(c1ccc(C(F)(F)F)cn1)CC2,-2%,5%,53*,41%,19%,21*,38%[activator]
CSc1nc(C)c2c(n1)N(c1ccc(O)cc1)CC2,4%,-4%,-17,-39%,·,-3,70%[activator]
CCNc1nc(SC(C)C(=O)OC)nc(N2CCOCC2)n1 (stereo not drawn),0%,2%,8,-11%,-27%,15,-10%
COc1cc(NC(=O)COC(=O)[C@@H]2CCCN2S(=O)(=O)c2ccc(Cl)cc2)cc(OC)c1OC,0%,2%,12,84%[activator],?,-2,3%
CCOc1ccc(NC(=O)c2ccccc2OCC(=O)c2ccccc2)cc1,-9%,2%,52,-31%,·,48*,?
O=C(COC(=O)Cc1c(F)cccc1Cl)NCCC1=CCCCC1,-6%,1%,-21,-10%,18%,14,24%
COc1ccc(CC(C)N2CCN(c3ccccc3OC)CC2)cc1OC (stereo not drawn),3%,-1%,21,-18%,-19%,0,?
COc1ccc(C(=O)C2CCCN(CCO)C2)c(C)c1 (stereo not drawn),-2%,3%,-5,5%,1%,-4,?
O=C(CCN1C(=O)S/C(=C\c2cccs2)C1=O)Nc1nccs1,-4%,0%,3,-15%,9%,4,41%[activator]
CCN1CCN(C(c2cccs2)C(C)NC(=S)Nc2cc(C)ccc2C)CC1 (stereo not drawn),3%,8%,2,33%,86%[activator],-3,-67%
COc1ccc(CCC(=O)Nc2ccc(C)c(S(=O)(=O)N(C)C)c2)cc1OC,1%,1%,-6,-16%,-2%,-2,-7%
O=C(COC(=O)c1nn(-c2ccccc2)c(=O)c2ccccc12)NC1CCS(=O)(=O)C1 (stereo not drawn),1%,0%[11.5 µM],14,12%,37%,-5,112%
NC(=O)C1=C[C@@H](c2coc3ccccc3c2=O)C[C@@H](OCc2ccc(CO)cc2)O1,17%,7%,-6,92%[activator],-1%,-2,3%
COc1ccc(OCC(=O)Nc2cc3oc4ccccc4c3cc2OC)cc1,1%,-4%,-11,-19%,3%,-2,262%[activator]
NS(=O)(=O)c1cc(C(=O)OCC(=O)Nc2ccc3[nH]c(=O)[nH]c3c2)ccc1Cl,-9%,·,·,-16%,-14%,·,-7%
CC(=O)N1CCOc2ccc(S(=O)(=O)N3CCC(C(=O)NCc4ccc(F)cc4)CC3)cc21,-3%,-1%,0,50%,?,10,?
O=C1NC(=O)C(=Cc2ccc(-c3ccc(F)cc3O)o2)C(=O)N1,?,-1%,17,-31%,-1%,14*,0%
CCOc1ccccc1C1C(C(=O)Nc2ccccc2OC)=C(C)Nc2nnnn21 (stereo not drawn),2%,0%,-13,-7%,-13%,-2,?
COC(=O)c1cc(C(=O)Nc2ccc(S(=O)(=O)NC(C)(C)C)cc2)cc([N+](=O)[O-])c1,11%,1%,8,-30%,?,-1,2.6µM*
C=CCn1c(COc2ccc(Cl)cc2)nnc1SCC(=O)N/N=C/c1cccc(O)c1,-12%,0%,12,-21%,1%,-5,133%[activator]
CC(C)(C)c1ccc(-c2noc(CNC(=O)c3ccco3)n2)cc1,-1%,0%,37,0%,?,32*,2%
Cn1c(N)c(C(=O)COC(=O)Cc2ccsc2)c(=O)n(C)c1=O,-3%,-8%,8,0%,20%,-2,10µM*
CCn1cc(C2=NOC(C(=O)Nc3ccc4c(c3)OCO4)C2)c(C)n1 (stereo not drawn),-4%,1%,12,-11%,?,9,0.52µM*
CN1C(=O)NC(c2ccccc2)C2=C1CN(c1ccc3ccccc3c1)C2=O (stereo not drawn),-10%,1%,-14,1%,39%[activator],-1,94%[activator]
Nc1ncccc1OCc1ccc(Br)cc1,2%,-16%,77*,-29%,149%[activator],71*,198%[activator]
COc1ccc(-c2nnc(SCC(=O)N3CCc4ccccc4C3)o2)cc1,0%,1%,39,0%,0%,17,?
Cc1ccc(-c2noc(CCC(=O)NC3CCCC3)n2)cc1,-1%,2%,10,21%,8%,-7,?
CCCCC(=O)NC(c1ccc(N(C)C)cc1)c1ccc2cccnc2c1O (stereo not drawn),-8%,-4%,3,2%,?,7,47%[activator]
O=C(COc1ccc(S(=O)(=O)NC2CCCCC2)cc1)NCc1ccccn1,2%,-1%,-9,-4%,1%,0,4.1µM*
CC1CCc2c(sc(NC(=O)CCCn3cnc([N+](=O)[O-])n3)c2C(N)=O)C1 (stereo not drawn),-4%,-2%,-14,15%,1%,6,-12%
COc1ccc(-c2cc(C(=O)N3CCN(c4ccccc4)CC3)no2)cc1,1%&0%,-1%,93*,5%,131%[activator],37*,3%
C/C(=N\N=C(/N)c1nonc1N)c1ccc2c(c1)OCO2,0%,-26%,55*,-30%,297%[activator],81*,167%[activator]
CC(=O)c1c(C)[nH]c(C(=O)OCC(=O)Nc2cc(Cl)ccc2[N+](=O)[O-])c1C,-8%,2%,-25,-39%,10%,-2,?
CCN(CC)C(=O)c1ccc(NC(=O)COc2ccc(-c3nn(C)c(=O)c4ccccc34)cc2)cc1,3%&-3%,0%,-8,114%[activator],13µM*,-4,?
O=C(CC1Sc2ncnn2C1=O)Nc1ccccc1 (stereo not drawn),-14%,9%,-8,-28%,·,17*,1%
O=C(Nc1ccc2ccccc2c1)c1onc2c1CCCC2,-1%,-12%,64*,-41%,-13%,28*,0%
Cc1c(Cl)cccc1NC(=S)NNc1ncc(C(F)(F)F)cc1Cl,-4%,11%,-12,-34%,·,-5,9.3µM*
CCOC(=O)c1c(O)c2ccccc2n(-c2ccccc2)c1=O,-14%,-2%,-10,-4%,13%,-2,4%
Cc1ccc(OCC(=O)Nc2nnc(S(=O)(=O)N3CCC(C)CC3)s2)cc1,-13%,2%,-2,-51%,11%,-2,?
COCCN(Cc1ccccc1)C(=O)c1ccc2c(=O)n3c(nc2c1)CCC3,-1%,·,·,-12%,18%,·,11%
CCCCCC(=O)Nc1ccc(C(=O)COC(=O)Cn2cnc3c2c(=O)n(C)c(=O)n3C)cc1,-2%,·,·,-5%,67%[activator],·,2%
c1ccc2c(c1)CNC1(CCCCC1)C2,7%,2%,-11,-19%,11%,-5,·
CC1=CC2=NC(=O)/C(=C\c3cccn3CCOc3ccccc3)C(=N)N2O1,5%,1%,-4,-33%,-5%,-4,?
CCOC(=O)N1CCN(C(=O)CCCOc2ccccc2)CC1,-21%,0%,113*,-1%,162%[activator],29*,·
COc1ccc(C(=O)c2c[nH]c(C(=O)NCCCN3CCOCC3)c2)cc1,-2%,0%,11,6%,0%,-2,1%
OCc1nc2ccccc2n1CC(O)Cn1ccc2ccccc21 (stereo not drawn),-11%,1%,-4,29%,7%,-4,?
C=CCn1c(SCC(=O)N(CCOC)c2c(N)n(CC(C)C)c(=O)[nH]c2=O)nc2ccccc21,2%,·,·,-11%,-6%,·,?
CC(C)NC(=O)c1ccccc1NC(=O)/C=C/c1ccc([N+](=O)[O-])cc1,-1%,6%,-13,-6%,30%,-3,0%
CCCNS(=O)(=O)c1cc(Cl)ccc1OC,3%,-1%,26,7%,13%,4,52%[activator]
C/C=N\NC(=O)COc1cc(C)ccc1C,6%,2%,-8,-5%,-16%,-1,16%
COc1ccc(C(=O)Nc2ccc3c(c2)nc(CCNC(C)=O)n3C)cc1,3%,-5%,32,-13%,·,23,124%[activator]
Cc1cc(C)n(C(=O)CN(C)S(=O)(=O)c2ccc([N+](=O)[O-])cc2)n1,2%,-3%,-4,-13%,0%,-7,4%
CCOC(=O)c1cc(-c2ccc([N+](=O)[O-])cc2)nc2c1c(=O)[nH]c(=O)n2Cc1ccccc1,2%,2%,-9,-18%,23%,-3,23%
Cc1ccnc(NC(=O)C2CCN(S(=O)(=O)c3ccc(Cl)c(C(F)(F)F)c3)CC2)c1,-4%,·,·,-6%,-10%,·,128%[activator]
Cc1nn(C)cc1S(=O)(=O)N1CCN(Cc2cccc(Cl)c2)CC1,-6%,0%,-17,100%[activator],16%,-1,0%
COC(=O)CNC(=O)Cn1nc(C)c([N+](=O)[O-])c1C,-2%,3%,11,-17%,11%,-3,7%
N#Cc1ccccc1Cn1c(=O)n(Cc2ccc(C(=O)NCc3ccco3)cc2)c(=O)c2sccc21,-3%,5%,-7,-36%,?,1,70%[activator]
COc1ccc(NC(=O)c2ccccc2Cl)cc1NC(=O)CN1CCOCC1,3%,-1%,-10,-3%,?,8,-2%

# By substructure: the compounds so far containing a halogen
SMILES,Tb PYK inh,LmPK inh,Shiga toxin inh,AmpC inh no detg,Pf growth 48h,Cycloheximide cs,Pf growth 96h
COc1cc2c(cc1OC)CN(c1ccc(C(F)(F)F)cn1)CC2,-2%,5%,53*,41%,19%,21*,38%[activator]
COc1cc(NC(=O)COC(=O)[C@@H]2CCCN2S(=O)(=O)c2ccc(Cl)cc2)cc(OC)c1OC,0%,2%,12,84%[activator],?,-2,3%
O=C(COC(=O)Cc1c(F)cccc1Cl)NCCC1=CCCCC1,-6%,1%,-21,-10%,18%,14,24%
NS(=O)(=O)c1cc(C(=O)OCC(=O)Nc2ccc3[nH]c(=O)[nH]c3c2)ccc1Cl,-9%,·,·,-16%,-14%,·,-7%
CC(=O)N1CCOc2ccc(S(=O)(=O)N3CCC(C(=O)NCc4ccc(F)cc4)CC3)cc21,-3%,-1%,0,50%,?,10,?
O=C1NC(=O)C(=Cc2ccc(-c3ccc(F)cc3O)o2)C(=O)N1,?,-1%,17,-31%,-1%,14*,0%
C=CCn1c(COc2ccc(Cl)cc2)nnc1SCC(=O)N/N=C/c1cccc(O)c1,-12%,0%,12,-21%,1%,-5,133%[activator]
Nc1ncccc1OCc1ccc(Br)cc1,2%,-16%,77*,-29%,149%[activator],71*,198%[activator]
CC(=O)c1c(C)[nH]c(C(=O)OCC(=O)Nc2cc(Cl)ccc2[N+](=O)[O-])c1C,-8%,2%,-25,-39%,10%,-2,?
Cc1c(Cl)cccc1NC(=S)NNc1ncc(C(F)(F)F)cc1Cl,-4%,11%,-12,-34%,·,-5,9.3µM*
CCCNS(=O)(=O)c1cc(Cl)ccc1OC,3%,-1%,26,7%,13%,4,52%[activator]
Cc1ccnc(NC(=O)C2CCN(S(=O)(=O)c3ccc(Cl)c(C(F)(F)F)c3)CC2)c1,-4%,·,·,-6%,-10%,·,128%[activator]
Cc1nn(C)cc1S(=O)(=O)N1CCN(Cc2cccc(Cl)c2)CC1,-6%,0%,-17,100%[activator],16%,-1,0%
COc1ccc(NC(=O)c2ccccc2Cl)cc1NC(=O)CN1CCOCC1,3%,-1%,-10,-3%,?,8,-2%
